Source: PubChem BioAssay
GSTO1 counter: counter-screen for RBBP9 inhibitors: inhibitors of human GSTO1; P78417; recombinant GSTO1, activity-based probe fluorescence polarization; inhibition, % at 5.96 µM; 300,000 compounds, 1.1% hits; AID 1974;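 active = inhibition above the campaign mean inhibition plus 3 SD, cut at about 35% in these data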;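 note: 0% = GSTO1-1 with DMSO and 100% = wells lacking GSTO1-1 enzyme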
Target sequence (P78417 whole entry, looked up): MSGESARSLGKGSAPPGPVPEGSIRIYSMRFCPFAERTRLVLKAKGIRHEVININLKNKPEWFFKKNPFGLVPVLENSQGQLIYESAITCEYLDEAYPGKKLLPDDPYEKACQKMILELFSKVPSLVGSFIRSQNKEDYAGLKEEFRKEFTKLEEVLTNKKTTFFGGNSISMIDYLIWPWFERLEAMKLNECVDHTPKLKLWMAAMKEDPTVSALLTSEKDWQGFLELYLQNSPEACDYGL
PME-1 inh: blocks human protein phosphatase methylesterase 1; Q9Y570; recombinant PME-1, FP-Rh probe fluorescence polarization; inhibition, % at 5.9 µM; 320,000 compounds, 0.53% hits; AID 2130;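 active = inhibition above the campaign mean of all compounds plus 3 SD, cut at about 26% in these data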;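 note: competitive labeling of PME-1 active site by serine hydrolase directed probe; 0% = PME-1 with DMSO and 100% = wells lacking PME-1 enzyme; inhibitors block probe labeling so polarization falls and inhibition rises; many of its hits are not listed in these tables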
TPT1 inh: C. albicans TPT1 enzyme inhibition. inhibition, % at 5 µM. 300,000 compounds, 0.81% hits. AID 1962. recombinant caTPT1, FP RNA substrate dephosphorylation;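 active = inhibition above the mean of all tested compounds plus 3 SD, set per screening campaign, cut at about 24% in these data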;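 note: plate controls were DMSO alone for no effect and ferristatin control at 100 nM for full effect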
PAD4 FP inh: PAD4 (human) enzyme inhibition. Q9UM07. recombinant PAD4, RCA probe fluorescence polarization. inhibition, % at 6.36 µM. 330,000 compounds, 0.41% hits. AID 485272;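 active = percent inhibition above a cutoff equal to the mean of all tested compounds plus 3 SD, cut at about 15% in these data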;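 note: 0% = PAD4 with RCA probe and DMSO and 100% = probe without PAD4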
Fam108B counter: counter-screen for RBBP9 inhibitors: inhibitors of mouse Fam108B. 300,000 compounds, 0.33% hits. inhibition, % at 9.51 µM. recombinant Fam108B, FP-Rh probe fluorescence polarization. AID 1947;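 active = inhibition above the screen mean inhibition plus 3 SD, computed separately per campaign, cut at about 18% in these data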;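 note: inhibitors lower polarization as less probe binds the enzyme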
GLD-1 RNA inh: GLD-1-TGE RNA interaction inhibition (C. elegans); inhibition, % at 5.96 µM; purified GLD-1 + fluorescein TGE RNA, fluorescence polarization; 320,000 compounds, 0.44% hits; AID 2280; Q17339;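 active = percent inhibition above a per-plate cutoff, the plate mean of test compounds plus 3 SD, cut at about 30% in these data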;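 note: 0% = DMSO wells with GLD-1 and probe and 100% = wells lacking GLD-1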
MEX-5 binding: C. elegans MEX-5 TCR-2 RNA binding activity | Q9XUB2 | MEX-5/FITC-TCR2 RNA binding, fluorescence polarization; active compounds read low | activity score (negative = inhibition of binding), % at 10 µM | 300,000 compounds, 0.38% hits | AID 1832;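 active = inhibition past about -25% in most replicates, and total fluorescence under double the plate's negative control median, limit read from the data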;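 note: 0% = DMSO and -100% = 5 µM competing unlabeled TCR2 RNA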
BCLXL inh: inhibitors of human Bcl-xL | inhibition, % at 10.9 µM | Q07817 | GST-Bcl-xL / FITC-Bim BH3 peptide fluorescence polarization | 320,000 compounds, 0.7% hits;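 active = inhibition above the mean of all tested compounds plus 3 SD, cutoff set per campaign, cut at about 30% in these data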;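 note: 0% = DMSO wells and 100% = unlabeled Bim-BH3 peptide competitor; inhibitors lower millipolarization by displacing the labeled peptide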
Target sequence (Q07817 whole entry, looked up): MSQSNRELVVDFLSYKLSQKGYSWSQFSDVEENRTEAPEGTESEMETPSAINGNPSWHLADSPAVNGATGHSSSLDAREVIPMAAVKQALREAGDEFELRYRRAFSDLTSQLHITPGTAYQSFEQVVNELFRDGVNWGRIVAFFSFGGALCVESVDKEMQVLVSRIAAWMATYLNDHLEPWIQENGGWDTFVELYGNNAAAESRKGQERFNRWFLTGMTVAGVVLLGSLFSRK
MCL1 BIM primary: disrupts human MCL1 binding to BIM-BH3 peptide | Q07820 | GST-MCL1 / FITC-Bim-BH3 fluorescence polarization | inhibition, % at 10.9 µM | 320,000 compounds, 0.68% hits | AID 2057;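 active = inhibition above the mean inhibition of all tested compounds plus 3 SD, set per campaign, cut at about 40% in these data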;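 note: 0% = DMSO wells and 100% = unlabeled Bim-BH3 peptide control; higher means more loss of mP so more displacement of Bim peptide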
Target sequence (Q07820 whole entry, looked up): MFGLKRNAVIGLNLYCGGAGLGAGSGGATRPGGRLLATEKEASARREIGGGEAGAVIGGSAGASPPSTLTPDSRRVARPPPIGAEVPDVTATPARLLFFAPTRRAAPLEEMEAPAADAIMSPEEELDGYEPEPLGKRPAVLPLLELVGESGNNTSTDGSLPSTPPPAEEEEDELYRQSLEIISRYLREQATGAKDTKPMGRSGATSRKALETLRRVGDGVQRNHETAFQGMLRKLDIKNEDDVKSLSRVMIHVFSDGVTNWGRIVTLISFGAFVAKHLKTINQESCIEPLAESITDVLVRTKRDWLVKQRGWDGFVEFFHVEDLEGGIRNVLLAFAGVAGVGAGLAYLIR
An asterisk follows results filed as active; x = not tested or not shown. Some of the compounds tested (hit frequency here may not be typical).

SMILES	GSTO1 counter	PME-1 inh	TPT1 inh	PAD4 FP inh	Fam108B counter	GLD-1 RNA inh	MEX-5 binding	BCLXL inh	MCL1 BIM primary
COc1ccc(N(CC(=O)NCc2ccc3c(c2)OCO3)S(=O)(=O)c2c(C)nn(C)c2C)cc1	-3.2	0.0	-2.8	0.1	2.6	3.7	-2.6	-4.9	-4.0
CCCOc1ccc(C(=O)Nc2ccc(C)cc2[N+](=O)[O-])cc1	5.8	-2.5	2.9	3.4	2.6	11.4	-1.0	-2.8	3.6
CCCCCCSc1ccc(-c2nc3ccc(C)cn3c2NCc2ccccc2)cc1	-0.7	4.7	-1.4	-0.1	9.7	11.6	-0.9	15.1	16.6
Cc1cc(C)n(/N=C\c2c(O)ccc3ccccc23)c(=O)c1C(N)=O	42.9*	-3.8	-5.7	-8.5	-2.2	3.3	1.0	-2.8	8.7
O=C(O)c1ccccc1NC(=S)NC(=O)c1sc2ccccc2c1Cl	-2.8	0.6	0.1	0.0	-6.1	-0.8	-10.2	12.5	13.6
Cc1ccc(C(=O)N/C(=C\C=C\c2ccccc2)C(=O)NCc2ccco2)cc1	-0.5	0.1	-1.5	4.4	0.5	0.5	1.1	6.4	-2.1
Cc1nc2c(sc3nc4c(cc32)COC(C)(C)C4)c(=O)o1	-0.1	-4.1	2.8	-5.8	4.0	1.8	x	-0.8	3.6
CCC1CCCCN1C(=O)CCc1nnc(Cc2c[nH]c3ccccc23)o1 (stereo not drawn)	1.4	-1.4	0.9	-6.6	0.3	3.4	1.8	-0.9	-4.8
O=C(c1cncc(Br)c1)N1CCc2ccccc2C1	2.9	-0.9	-4.2	4.4	5.6	6.0	0.3	-0.2	-0.3
CCC(C)(C)NC(=O)C(c1ccc(C)o1)N(C(=O)c1csnn1)c1cccc(F)c1 (stereo not drawn)	6.4	6.4	-7.2	-4.3	-2.2	1.7	-1.5	9.4	10.9
CCn1nc(CC(=O)Nc2nnc(CC(=O)N3CCOCC3)s2)c2ccccc2c1=O	-2.9	-2.1	0.0	-2.9	-0.1	-0.1	-0.2	4.9	1.0
COc1cc(C(=O)N/C(=C\c2cn(C)c3ccccc23)C(=O)NCCCN2CCOCC2)cc(OC)c1OC	5.3	3.9	-0.3	-2.9	-0.1	-7.4	-1.2	-4.2	5.9
COC(=O)/C(=C\Nc1ccc(Cl)c2ccccc12)c1ncc(C(F)(F)F)cc1Cl	6.2	-7.7	0.6	-2.3	1.3	0.0	-0.4	-2.4	-2.9
COc1ccc(-c2cc(-c3ccccc3O)[nH]n2)cc1	-13.8	-3.5	1.6	-2.6	-6.8	3.2	-0.7	0.4	2.0
CCOC(=O)C1=C(C)Nc2ccccc2N=C1NC(=O)c1cccc(S(=O)(=O)N(C)C)c1	-0.7	1.9	4.4	4.0	-22.7	5.7	-5.7	-2.2	-0.5
Oc1ccccc1-c1nc(NCc2ccco2)c2ccccc2n1	-3.6	11.7	-1.9	-3.8	2.3	12.1	-10.2	1.7	2.6
CC(=O)C1=C(O)C(=O)N(c2ccc(O)cc2)C1c1ccccc1 (stereo not drawn)	6.6	-4.0	-1.0	4.3	3.1	7.3	0.2	1.3	-5.5
O=C(NCCSc1ccccc1)c1ccco1	-0.1	0.8	3.4	-1.3	0.7	4.4	-1.6	2.6	2.7
Fc1cccc2sc(Nc3nc4ccccc4s3)nc12	-0.3	19.2	-0.9	-3.9	4.8	14.3	-1.5	0.7	8.5
CCN(CC(=O)Nc1ccccc1C(=O)OC)S(=O)(=O)c1ccc(OC)cc1	4.7	5.9	-5.2	1.4	-2.3	8.5	1.0	8.5	10.1
CC(C)Oc1ccc(CNC(=O)c2cc(S(=O)(=O)N3CCOCC3)cn2C)cc1	7.9	1.9	-5.6	0.9	4.7	2.5	0.5	8.2	-0.2
O=C(NC(=S)Nc1c(Cl)ccc2nsnc12)c1ccccc1F	4.8	-4.9	-2.1	-12.2	-1.8	-1.4	-3.2	5.4	4.9
O=C(NC1CCN(Cc2cccc([N+](=O)[O-])c2)CC1)c1ccccc1	4.6	-6.7	0.0	6.8	1.1	0.2	3.5	2.6	6.0
COc1cnc(-c2ccccc2)nc1Sc1ccccc1	7.4	-10.8	1.5	-2.8	3.6	-2.8	0.6	6.7	4.7
COc1ccc(S(=O)(=O)N(CC(=O)NCc2ccco2)c2ccc(F)cc2)cc1	-1.0	-1.5	-3.6	-1.2	0.3	9.0	1.0	3.6	6.4
Cc1cccc(NC(=O)CSc2nc3[nH]c(=O)cc(O)c3s2)c1	x	-7.4	x	-8.9	x	3.9	x	11.6	-1.7
COc1ccc(NC(=O)COC(=O)CC2CCCC2)cc1Cl	-3.4	10.1	-3.7	-1.4	-1.2	9.3	-1.9	-0.5	-7.4
CC(=O)N1N=C(c2cccc([N+](=O)[O-])c2)OC1c1cccc(Br)c1 (stereo not drawn)	4.2	1.0	-3.8	-3.0	-2.6	-8.4	-0.2	-3.5	-4.6
CCCc1nc2ccccc2c(C(=O)OCC(=O)N2CCc3ccccc32)c1CC	-3.0	-6.3	-2.9	-3.9	-0.4	5.8	2.4	0.9	-4.4
COc1ccc(-c2csc(Nc3ccccn3)n2)cc1OC	1.1	4.9	0.4	0.8	-0.9	5.3	1.0	5.9	2.7
O=C1C=C(c2ccc(Oc3ccccc3)cc2)C[C@@H](c2ccc(Cl)cc2)C1	x	-7.9	x	-0.8	x	7.3	x	2.3	1.6
Cc1cc(N2CCN(C)CC2)nc2ccc(NC(=S)N3CCN(c4ccccn4)CC3)cc12	4.3	10.1	1.0	-4.5	8.0	2.2	1.4	2.5	6.1
CC(C(=O)Nc1ccc(Cl)cc1)N(C)Cc1cccs1 (stereo not drawn)	2.4	6.1	3.2	-1.3	-0.5	2.1	1.3	-0.2	4.5
Cc1cc(C)c(NC(=O)COC(=O)c2cccc3c2C(=O)c2ccccc2C3=O)c(C)c1	-2.6	46.4*	-2.6	-5.5	9.7	11.3	1.9	4.2	9.3
C=CCNc1nc(-c2ccc3c(c2)OCCO3)cs1	10.0	8.8	2.9	-1.8	0.3	0.7	-7.2	3.2	1.5
COc1ccc(C(=O)CSc2nnc(CNC(=O)c3ccco3)n2C)cc1OC	7.3	0.2	-2.5	-1.1	-1.4	-3.1	-0.5	0.7	0.6
C/C(=N\NC(=O)CNC(=O)C(c1ccccc1)c1ccccc1)c1ccc(C(C)(C)C)cc1	1.8	-1.6	-0.6	-0.9	-7.4	-6.6	1.5	1.7	6.7
COC(=O)c1ccc(C)c(NS(=O)(=O)c2ccc3c(c2)OCCO3)c1	-1.1	1.4	1.9	-4.2	0.5	1.0	-1.8	1.1	4.6
C[C@@H](C(=O)NCc1c(F)cccc1Cl)N1C(=O)N2CCc3c([nH]c4ccccc34)[C@@]2(C)C1=O	2.9	-4.5	-1.2	-4.0	-1.6	3.3	-1.2	2.2	1.0
CCOc1ccccc1/C=N/OCC(=O)NCc1ccc(F)cc1	5.6	3.1	-5.3	-2.7	0.8	4.4	-0.3	10.1	5.5
CC1=C(C(=O)Nc2ccc(F)c(F)c2)C(c2cccs2)NC(=S)N1 (stereo not drawn)	4.1	-10.3	-0.7	-4.0	0.6	3.3	1.1	1.0	5.0
COCCN1Cc2cccc(C(=O)Nc3ccc(S(=O)(=O)N4CCCCCC4)cc3)c2C1=O	5.1	1.1	2.2	4.1	-3.8	-0.8	1.8	-1.0	-4.3
CC(C)CC(COCc1ccc(Cl)cc1)N1CCN(C(=O)c2ccc(C(F)(F)F)cc2)CCC1=O (stereo not drawn)	-4.0	1.6	-0.2	2.5	2.9	6.9	1.8	4.1	5.6
CC/C(=N/NC(=O)CNc1ccc(Cl)cc1C)c1ccccc1	0.8	-0.7	-2.9	-1.1	-2.6	-2.2	0.1	2.0	-3.9
CCCC(O)(CCC)C(=O)NN1CCCCC1	3.3	-2.4	0.9	-3.1	-0.9	-2.8	-0.1	0.1	-4.2
Cc1cc(NS(=O)(=O)c2ccc(NC(=O)c3cnc4sccn4c3=O)cc2)nc(C)n1	-5.7	-5.4	-1.6	4.5	1.2	6.4	-1.4	2.5	1.6
Cn1nnc2cc(C(=O)Nc3ccccc3F)ccc21	-1.2	1.2	-3.8	2.9	1.3	0.7	2.2	7.7	3.6
CCc1nc(Nc2ccccc2F)c2oc3ccccc3c2n1	3.9	-1.3	-2.1	2.7	0.8	-1.1	-0.8	6.2	3.4
CC(=O)c1c(-c2ccccc2)c2cc(Cl)ccc2[nH]c1=O	1.0	-1.2	-3.4	2.2	-1.6	-0.6	1.8	-1.5	-3.1
COC(=O)c1ccc(N2CCc3ccccc32)c([N+](=O)[O-])c1	7.5	5.5	-1.1	-2.9	2.8	3.8	1.6	5.7	5.3
Cc1ccccc1N(CC(=O)Nc1ccccc1C(=O)O)S(C)(=O)=O	1.2	-4.7	1.7	-4.8	-0.5	4.6	1.3	5.5	1.0
COC(=O)C(C)N(C(=O)c1cccc2ccccc12)c1c(C)cccc1C (stereo not drawn)	-4.9	-7.8	-0.1	2.3	-2.5	4.4	1.1	-1.2	-6.0
Cc1ccc(-c2nnc(N3CCCCC3)c3ccccc23)cc1S(=O)(=O)NCC1CCCO1 (stereo not drawn)	0.1	-0.3	0.8	-2.1	0.4	13.7	1.5	3.0	-1.6
CN(C(=O)CSc1ncnc2sccc12)C1CCS(=O)(=O)C1 (stereo not drawn)	x	-2.5	x	-3.9	x	3.6	x	-3.1	4.3
